# M4 antag – blocks acetylcholine activation of human M4 receptor; P08173; CHO-hM4 cells, ACh EC80, Fluo-8 calcium fluorescence; inhibition, % at 3 µM; 0.73% of 360,000 active;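 active means inhibition above its plate's cutoff, the mean inhibition of sample wells plus 3 SD, cut at about 27% in these data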;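 further: 0% = acetylcholine EC80 with DMSO and 100% = DMSO without agonist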
# Target sequence (P08173 whole entry, looked up): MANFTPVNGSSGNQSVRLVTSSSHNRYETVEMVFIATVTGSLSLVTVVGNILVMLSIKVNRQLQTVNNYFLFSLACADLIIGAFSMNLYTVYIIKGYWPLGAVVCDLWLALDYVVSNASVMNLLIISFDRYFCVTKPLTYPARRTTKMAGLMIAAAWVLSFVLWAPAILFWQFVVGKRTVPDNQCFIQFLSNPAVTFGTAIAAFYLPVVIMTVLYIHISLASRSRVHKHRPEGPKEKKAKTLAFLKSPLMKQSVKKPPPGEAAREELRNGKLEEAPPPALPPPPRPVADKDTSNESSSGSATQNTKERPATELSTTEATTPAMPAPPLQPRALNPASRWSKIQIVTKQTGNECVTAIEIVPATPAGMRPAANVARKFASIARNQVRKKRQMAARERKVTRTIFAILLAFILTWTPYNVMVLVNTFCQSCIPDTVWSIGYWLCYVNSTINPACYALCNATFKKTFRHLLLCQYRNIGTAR
# CHO-K1 Ca ag – counter-screen for M1 agonists: effect in parental CHO-K1 cells | 0.48% of 360,000 active | activation, % at 3 µM | Fluo-8 calcium fluorescence; scaled to maximal ATP response, vehicle zero; in the data active means activation above about 15%;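 further: untransfected CHO-K1 host cells lacking M1 receptor as counterscreen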
# M1 PAM – human CHRM1 positive allosteric modulation; P11229; CHO-K1 hM1, Fluo-8 calcium fluorescence, ACh EC20; 0% = ACh EC20, 100% = maximal ACh; activation, % at 3 µM; 0.088% of 360,000 active; AID 588819; in the data active means activation above about 19%, passing the limit was not always enough
# CHO parental Ca – counter-screen for OX1R antagonists: effect in parental CHO cells; parental CHO-K1, ATP-induced calcium, Fluo-8 fluorescence; inhibition, % at 5.6 µM; 0.63% of 330,000 active;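 active means inhibition above that plate's mean sample inhibition plus 3 SD, cut at about 26% in these data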;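 further: 0% = ATP-challenged DMSO wells and 100% = DMSO wells without ATP; some compounds past the cut are filed as inactive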
#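 Assay system: untransfected parental CHO cell line. Also added: ATP agonist challenge. Dosing: one dose, 5.6 µM nominal. Measured by: Fluo-8 fluorescence. Read-out: % inhibition. Benchmarks: ATP wells versus no-ATP DMSO wells. Repeats: no replicates.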
# OXTR potentiator – potentiators of human oxytocin receptor | 0.061% of 320,000 active | activation, % at 3 µM | CHO-OTR cells, Fluo-8 calcium fluorescence, potentiator mode; 0% = oxytocin EC15, 100% = EC100;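 active means activation above that plate's cutoff, the mean activation of tested compounds plus 3 SD, cut at about 6.6% in these data, passing the limit was not always enough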;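 further: 100% uses oxytocin at 75 nM as the full agonist control; some results filed as inactive read as strong as hits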
# Target sequence (P30559 whole entry, looked up): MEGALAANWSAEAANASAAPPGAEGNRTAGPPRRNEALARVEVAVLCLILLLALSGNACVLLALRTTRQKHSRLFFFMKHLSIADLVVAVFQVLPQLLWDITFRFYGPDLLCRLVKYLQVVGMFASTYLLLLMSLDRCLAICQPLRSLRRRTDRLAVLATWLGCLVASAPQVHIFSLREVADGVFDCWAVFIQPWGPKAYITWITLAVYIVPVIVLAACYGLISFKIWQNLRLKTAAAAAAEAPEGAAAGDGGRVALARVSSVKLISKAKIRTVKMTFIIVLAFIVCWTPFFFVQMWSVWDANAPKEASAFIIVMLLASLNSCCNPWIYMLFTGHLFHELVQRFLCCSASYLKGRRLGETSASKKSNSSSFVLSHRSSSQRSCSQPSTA
#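 System: human OTR in CHO cells / Also added: sub-maximal oxytocin, roughly EC15 / Control set: EC15 oxytocin low, 75 nM oxytocin high / Schedule: 6 min compound pre-incubation at room temperature, 100 s kinetic read / Compound: single-point 3.0 µM / Replication: singlicate / Technique: Fluo-8 calcium dye fluorescence / Read-out basis: % activation of max/min ratio relative to oxytocin controls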
# CHO-K1 Ca antag – nonselective inhibitor or artifact in parental CHO-K1 cells | ATP-induced calcium, Fluo-8 fluorescence | inhibition, % at 3 µM | 0.6% of 360,000 active | AID 602250;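 active means inhibition above a per-plate cutoff, the plate's mean sample inhibition plus 3 SD, cut at about 24% in these data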;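 further: 0% = DMSO plus EC80 ATP and 100% = DMSO alone without ATP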
# CHRM1 antagonist – human CHRM1 antagonism | inhibition, % at 3 µM | CHO-K1 hM1, Fluo-8 calcium fluorescence, ACh EC80 antagonist | 1.3% of 360,000 active;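 active means percent inhibition above its own plate's cutoff, namely the mean of that plate's compound wells plus 3 SD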;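 further: peak over basal fluorescence ratio during 140 s after agonist addition; 0% = ACh EC80 plus DMSO and 100% = DMSO alone without agonist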
# M4 ag – agonists of human muscarinic M4 receptor (CHRM4); CHO-K1 hM4/Gqi5, Fluo-8 calcium fluorescence; vehicle 0%, full acetylcholine response 100%; activation, % at 3 µM; AID 624127; P08173; 0.14% of 360,000 active;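 active means activation above the run mean over all test wells plus 3 SD, cut at about 32% in these data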;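 further: peak over basal fluorescence ratio per well then scaled between controls; 0% = DMSO wells and 100% = acetylcholine at EC100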
# CHRM1 agonist – human M1 muscarinic receptor agonism. 0.33% of 360,000 active. P11229. CHO-K1 hM1, Fluo-8 calcium fluorescence, agonist mode; 0% DMSO, 100% acetylcholine EC100. activation, % at 3 µM;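 active means activation above the run's mean compound activation plus 3 SD, cut at about 16% in these data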;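 further: peak over basal fluorescence ratio within a 140 s kinetic read after compound addition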
# Active calls of the source: *; · = not tested or not shown.
# Every second line gives: M4 antag	CHO-K1 Ca ag	M1 PAM	CHO parental Ca	OXTR potentiator	CHO-K1 Ca antag	CHRM1 antagonist	M4 ag	CHRM1 agonist
Cc1cc(C)nc(N2CCCC(C(=O)Nc3ccc4c(c3)OCCO4)C2)n1 (stereo not given)
→ 0.9	-0.2	-4.2	-12.3	-1.1	-6.2	10.2	0.0	-7.1
COc1ccc(-n2nnnc2C(c2cccs2)N2CCN(C/C=C/c3ccccc3)CC2)cc1 (stereo not given)
→ 15.4	0.1	-24.6	·	·	-16.0	55.0*	0.3	-6.7
COc1ccc(NC(=O)C2CCN(c3cnccn3)CC2)cc1OC
→ -9.9	0.2	-7.7	1.1	-7.7	1.0	5.6	0.8	0.3
CCOCCCNC(=O)c1cc(Sc2nnc(C)s2)nc2ccccc12
→ 0.8	1.7	8.0	-13.0	8.8	-22.7	-15.1	1.5	-3.3
CNc1snc(C)c1C(=O)OC(C)C(=O)Nc1ccc(F)cc1 (stereo not given)
→ 10.7	5.7	2.7	-9.3	-11.0	-8.8	-4.5	3.5	-3.3
COCCNc1nc2cc(-c3cccc(Cl)c3)sc2c(=O)n1C
→ -3.3	0.4	7.0	·	·	-17.9	-12.4	2.1	-1.7
CCOC(=O)C(=CNc1nc(-c2ccc3ccccc3c2)cs1)C(=O)OCC
→ 1.8	1.3	-0.1	-24.2	-15.5	-8.5	0.7	7.2	-2.2
COc1ccc(C(CNC(=O)C(C)Sc2ccccc2)N2CCOCC2)cc1 (stereo not given)
→ -3.4	2.5	-3.3	·	·	3.3	12.7	1.1	-5.4
O=C(O)CCN(CC(=O)c1ccc(Cl)cc1)S(=O)(=O)c1ccc([N+](=O)[O-])cc1
→ -9.2	-0.3	-3.0	3.1	3.1	-7.2	-3.5	1.0	0.3
COc1cc(CC(=O)NCCc2ccc(OCc3ccccc3)cc2)c([N+](=O)[O-])cc1OC
→ -4.1	5.3	-8.8	-2.1	-21.2	-3.4	19.1	3.1	-0.2
CCn1c(CNC(=O)c2cccs2)nnc1SCC(=O)Nc1cc(Cl)ccc1C
→ 1.2	0.9	-9.6	-12.4	-5.9	-11.4	6.9	3.1	-9.7
O=C1c2cccc(OCC(=O)N3CCCc4ccccc43)c2CCN1Cc1ccc(Br)cc1
→ 24.9	3.3	-10.3	-21.9	-2.9	8.3	26.2	11.2	-6.5
O=C(CC(c1ccccc1)c1ccccc1O)N1CCCC1 (stereo not given)
→ -4.4	0.3	10.2	-0.7	-2.7	-15.9	-10.5	0.8	-4.3
COc1ccc(NC(=O)CN(C)C(=O)Cc2ccc3c(c2)OCCO3)cc1
→ -6.6	-0.5	5.7	22.7	-2.3	-3.4	-6.4	0.7	-3.6
CCOc1ccc(S(=O)(=O)NCCC(=O)OC(C)C(=O)N2CCc3ccccc32)cc1 (stereo not given)
→ 8.4	2.0	1.1	-1.4	-19.1	11.2	1.4	6.0	-1.1
C=C1[C@@H](O)[C@H](Cc2ccccc2)N(Cc2ccccc2Br)S1(=O)=O
→ -1.8	0.7	4.1	·	·	-5.3	-2.4	1.2	-7.5
COc1ccc(OC)c(CCNC(=O)c2ccc(NC3=NC4CS(=O)(=O)CC4S3)cc2)c1 (stereo not given)
→ 10.5	-0.1	2.3	-9.8	-0.8	6.5	-5.1	0.3	-2.6
Cc1cccc2nc(-c3ccccc3)nc(N3CCC(O)(c4ccc(Cl)cc4)CC3)c12
→ 10.3	-0.2	-6.4	-38.1	-12.7	-12.6	-7.4	0.0	-3.8
CCOc1ccccc1/C=C/c1onc(C)c1S(=O)(=O)N1CCC(C(=O)N(CC)CC)CC1
→ 1.8	3.1	3.1	-12.1	-11.4	-13.9	-4.8	2.5	-4.7
NNC(=O)C(=O)Nc1ccc(Cl)c(Cl)c1
→ 4.8	0.7	10.2	-0.2	-7.2	-5.4	-22.9	0.6	-2.3

# Profiles as entered above. Order of screens: M4 antag | CHO-K1 Ca ag | M1 PAM | CHO parental Ca | OXTR potentiator | CHO-K1 Ca antag | CHRM1 antagonist | M4 ag | CHRM1 agonist
# CCn1c(CNC(=O)c2cccs2)nnc1SCC(=O)Nc1cc(Cl)ccc1C in the list: 1.2 | 0.9 | -9.6 | -12.4 | -5.9 | -11.4 | 6.9 | 3.1 | -9.7
# NNC(=O)C(=O)Nc1ccc(Cl)c(Cl)c1 in the list: 4.8 | 0.7 | 10.2 | -0.2 | -7.2 | -5.4 | -22.9 | 0.6 | -2.3

# (listing goes on)
# Every second line gives: M4 antag	CHO-K1 Ca ag	M1 PAM	CHO parental Ca	OXTR potentiator	CHO-K1 Ca antag	CHRM1 antagonist	M4 ag	CHRM1 agonist
COCCn1c(-c2ccc(NC(C)=O)cc2)nc2c1c(=O)[nH]c(=O)n2CC(C)C
→ -6.6	0.5	16.5	-13.1	-3.2	-10.9	-11.9	1.8	-1.8
CN(C)N1C(N)=C(C#N)C(c2cccc(Cl)c2)C2=C1CCCC2=O (stereo not given)
→ 1.8	2.1	0.9	-20.8	-10.7	-2.0	4.5	6.1	-2.9
COC(=O)c1ccc(Cl)c(NC(=O)CN(c2ccc3c(c2)OCO3)S(C)(=O)=O)c1
→ 12.7	1.4	-1.7	1.5	-9.8	-5.0	-5.0	-0.2	-3.9
CC1CCCCN1S(=O)(=O)c1ccc(NC(=O)c2cccs2)cc1 (stereo not given)
→ 9.8	2.0	-7.4	-10.5	-2.4	-5.2	-8.5	6.7	-4.5
O=[N+]([O-])c1cc(/C=N/N2CCN(Cc3ccccc3)CC2)ccc1Cl
→ 4.2	0.3	1.7	-17.2	-8.7	7.2	-1.9	1.8	-8.0
CCC1CSC(Nc2ccc(C(=O)/C=C/c3ccc(Br)cc3)cc2)=N1 (stereo not given)
→ -2.5	0.5	-10.6	-20.6	-16.0	3.9	0.1	0.3	14.3
COc1ccc(OC)c(NC(=O)CNC(=O)c2cccs2)c1
→ 1.6	0.3	3.3	-0.9	-10.1	-11.7	-10.2	1.4	-1.5
C=CCn1c(SCC(=O)N2CC(C)OC(C)C2)nnc1-c1ccncc1 (stereo not given)
→ -2.7	-0.6	15.9	-11.3	-1.7	-5.7	-15.9	2.2	1.8
CCSc1nnc(NC(=O)c2ccc3ccccc3n2)s1
→ -4.7	1.6	6.3	-0.9	-1.9	-1.8	-6.3	2.5	-2.6
O=C(CCC1N=C2c3ccccc3N=C(SCc3ccc(Cl)cc3)N2C1=O)NCc1ccco1 (stereo not given)
→ 0.7	0.0	9.8	-15.6	-9.3	-11.1	-10.5	3.4	-3.6
Cc1ccc(NC(=S)NNc2ccc([N+](=O)[O-])cc2S(=O)(=O)Nc2ccccc2C(=O)O)cc1C
→ 2.5	-0.6	14.7	-6.0	-2.6	-2.6	-6.7	0.0	-6.6
COc1ccc(-c2nc(-c3ccccc3)nc(Cl)c2C#N)cc1
→ 5.2	0.1	0.8	3.4	2.4	21.5	-9.3	0.8	0.3
CC(C)(C)c1ccc(Cn2cnc(-c3ccc([N+](=O)[O-])cc3)c2)cc1
→ 11.2	3.1	-16.6	42.3*	-5.0	6.0	28.3	-0.2	-8.8
COc1cc(NC(=O)CN(C)S(=O)(=O)c2ccc(C)cc2)cc(OC)c1
→ -8.2	0.6	4.3	-0.6	4.2	-6.7	1.9	2.0	-2.1
CCN(CC)C(=O)c1cc(-c2ccccc2OC)on1
→ -16.2	-1.1	10.2	-11.5	-4.3	-11.3	-10.8	-1.6	-8.4
CN(Cc1ccccc1)C(=O)c1cccc(NC(=O)Cc2cccc(NC(=O)C3CCN(C(=O)c4ccccc4)CC3)c2)c1
→ 5.8	1.0	5.2	·	·	-6.7	-11.8	-1.0	-9.7
O=C1CCCc2oc3c(cc(NS(=O)(=O)c4ccc5c6c(cccc46)C(=O)N5)c4ccccc43)c21
→ 7.1	2.3	3.3	8.1	-4.9	-2.9	-1.9	4.4	-4.2
O=C1C=C(c2ccccc2)OC(c2ccccc2)O1 (stereo not given)
→ 1.8	0.5	3.0	0.1	1.5	-13.8	-9.6	0.0	-7.1
COc1ccc(CCN(Cc2cc3cc(C)c(C)cc3nc2Cl)C(=O)C2CC2)cc1
→ -1.6	1.1	10.7	-15.2	-5.2	-26.1	-8.5	1.9	-3.7
CCOC(=O)c1cncc(C#CCOC(=O)Nc2ccc(OC(F)(F)F)cc2)c1
→ 19.1	-0.2	-6.2	-3.2	-2.2	-4.4	18.7	0.7	0.9
COc1cccc(C(=O)CSc2nnc(COc3cccc4cccnc34)o2)c1
→ -0.9	5.0	-19.2	-30.6	-9.2	-8.8	21.5	19.1	-4.9
CCC(=O)c1ccc(OCc2ccc(C#N)cc2)cc1
→ 9.7	2.1	-17.8	0.5	-6.9	-2.3	15.4	1.7	-13.3
COc1cccc(N(C(=O)Cn2nnc(-c3cccs3)n2)C(C(=O)NC(C)C)c2ccc(C)o2)c1 (stereo not given)
→ -8.9	0.3	10.9	4.6	-1.9	3.0	-11.6	0.1	-4.6
COc1ccc(C(=O)NCc2nnc(SCC(=O)NCc3ccco3)o2)cc1
→ 2.8	0.4	4.7	-1.9	-3.9	-17.2	-4.8	0.1	-2.5
COc1ccc(CN(C(=O)c2oc3ccccc3c2C)C2CCS(=O)(=O)C2)cc1OC (stereo not given)
→ -0.3	1.2	0.4	-12.8	-12.2	13.8	-26.2	6.2	1.3
COc1ccc(/C=N/n2c(-c3ccc(C)cc3)n[nH]c2=S)cc1OC
→ 8.2	0.9	9.3	-4.8	-11.6	-8.0	-14.0	0.3	-5.0
CC1(C(=O)NCc2cccnc2)CCC(=O)N1Cc1cccs1 (stereo not given)
→ -11.3	0.2	1.4	-5.9	-0.8	5.3	-3.3	1.0	-9.0
CCCc1nn2c(=O)cc(CSCC(=O)Nc3ccc(F)cc3)nc2s1
→ -12.9	0.4	3.3	-13.2	-3.9	-12.6	-7.8	1.6	-3.8
CN1CCN(C(=S)NC(=O)c2ccccc2Br)CC1
→ 8.7	1.4	-2.1	-14.1	-2.2	7.4	2.5	0.8	-2.5
S=c1[nH]nc(-c2n[nH]c3c2CCC3)n1/N=C/C=C/c1ccccc1
→ 9.1	0.0	5.6	-14.4	-6.0	-5.3	-20.6	0.6	-7.6
COc1cc(NC(=O)COc2cc(O)c3c(c2)OC(C)(C)CC3=O)cc(OC)c1OC
→ 2.8	18.2*	-28.6	82.4*	-7.3	36.8*	51.5*	30.6	4.4
COc1ccc(OCCCC(=O)OCC(=O)Nc2c(C)nn(-c3ccccc3)c2C)cc1
→ -7.4	10.2	-3.2	-26.6	2.7	-3.3	-0.7	15.9	0.2
CC1(C)CC(=O)C=C(Nc2cc(-c3ccccc3)[nH]n2)C1
→ 9.6	0.4	2.5	-6.2	-1.7	-3.9	-8.5	0.9	-3.4
COc1ccc(-c2coc3cc(O)ccc3c2=O)cc1OC
→ -6.8	1.1	6.0	-12.9	-8.4	-8.7	-5.3	1.8	-2.3
Cc1cnc(C(=O)N2CCCC(C(=O)c3cccc(OC(C)C)c3)C2)cn1 (stereo not given)
→ 9.4	0.1	4.7	-10.3	-28.2	2.8	6.6	0.2	-0.6
CC(=O)c1c(C(C)=O)c(C)n(Cc2ccc3c(c2)OCO3)c1C
→ 13.3	3.1	-5.2	-11.0	-3.7	6.2	1.9	3.9	-1.6
COc1ccc(N(C(=O)c2snc(C(N)=O)c2N)C(C(=O)NC2CCCCC2)c2ccc(C)o2)cc1 (stereo not given)
→ 0.9	0.2	8.8	-21.9	-10.7	-2.8	-10.6	1.1	-3.6

# From PubChem
